From PubChem BioAssay
BLM inh = qHTS Assay for Inhibitors of Bloom's syndrome helicase (BLM); RecQ-like DNA helicase BLM (Homo sapiens), P54132; Potency, µM (titrated, usually from 56.1 µM), inactives show at the top dose activity change, negative = inhibition, actives largely listed as inhibitors; actives 0.2% (n = 350,000); recombinant BLM DNA unwinding, fluorescence dequenching;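 note: potency is the fitted concentration of half-maximal effect; plate controls were vehicle for no effect and no enzyme for full effect; nearly all actives have a fitted effect of over 35% in size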
POLI inh = qHTS for Inhibitors of Polymerase Iota; Pol iota fluorescent replication assay, 10 min; DNA polymerase iota (Homo sapiens), Q9UNA4; Potency, µM (top dose mostly 115 µM), for the others: at the top dose activity, negative = inhibition, actives largely listed as inhibitors; actives 1% (n = 390,000); AID 588590, 2011; note: potency is the fitted concentration of half-maximal effect
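Fluorescent replication assay read twice, at 0 min and 10 min after adding 50 nM (final) substrate. Enzyme (10 nM) and compounds were first incubated 15 min at room temperature; enzyme-free buffer wells were negative controls.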
POLH inh = qHTS for Inhibitors of Polymerase Eta | DNA polymerase eta (Homo sapiens), Q9Y253 | recombinant Pol eta, fluorescent DNA replication assay | Potency, µM (series often up to 114 µM), without a hit: at the top dose activity change, negative = inhibition, most hits filed as inhibitors | actives 1.2% (n = 390,000) | AID 588591, 2011; note: potency is the fitted concentration of half-maximal effect; % is set by controls: 0 for no effect and ±100 for the full control effect
Target sequence (Q9Y253 whole entry, looked up): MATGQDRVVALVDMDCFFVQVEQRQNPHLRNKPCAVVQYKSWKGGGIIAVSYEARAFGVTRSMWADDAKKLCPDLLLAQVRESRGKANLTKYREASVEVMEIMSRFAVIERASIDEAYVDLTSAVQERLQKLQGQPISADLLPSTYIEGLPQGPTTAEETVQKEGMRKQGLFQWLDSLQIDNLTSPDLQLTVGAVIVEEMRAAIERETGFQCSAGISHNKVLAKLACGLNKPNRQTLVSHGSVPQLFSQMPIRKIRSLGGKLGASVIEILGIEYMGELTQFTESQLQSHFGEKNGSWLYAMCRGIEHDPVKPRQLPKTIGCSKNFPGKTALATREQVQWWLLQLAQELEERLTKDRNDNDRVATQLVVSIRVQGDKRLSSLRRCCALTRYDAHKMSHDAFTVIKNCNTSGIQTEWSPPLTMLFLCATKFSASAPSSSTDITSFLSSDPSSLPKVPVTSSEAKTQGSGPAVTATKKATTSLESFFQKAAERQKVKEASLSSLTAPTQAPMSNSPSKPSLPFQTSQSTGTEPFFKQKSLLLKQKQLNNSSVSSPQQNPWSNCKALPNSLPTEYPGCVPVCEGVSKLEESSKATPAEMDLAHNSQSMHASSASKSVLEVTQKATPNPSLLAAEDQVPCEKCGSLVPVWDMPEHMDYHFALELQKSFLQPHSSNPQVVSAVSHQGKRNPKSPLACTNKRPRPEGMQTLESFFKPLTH
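Fluorescent replication assay: 50 nM final substrate added after a 15 min room-temperature compound preincubation with 10 nM enzyme. Signal taken at 0 min and again at 10 min.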
Tb PGK inh = qHTS Assay to Find Inhibitors of Phosphoglycerate Kinase. AID 602233, 2012. Phosphoglycerate kinase, glycosomal (Trypanosoma brucei brucei), P07378. PGK/GAPDH coupled, Kinase-Glo luminescence, 60 min. Potency, µM (titrated, usually from 57.5 µM), for inactives: at the highest dose activity change, negative = inhibition, actives largely listed as inhibitors. actives 0.043% (n = 380,000); note: potency is the fitted concentration of half-maximal effect; % is set by controls: 0 for no effect and ±100 for the full control effect; nearly all actives have a fitted effect of over 60% in size
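Luminescent ATP detection (Kinase-Glo Plus) follows a 60-minute room-temperature incubation, with wells lacking PGK as controls. Buffer: 100 mM TEA (pH 7.6), 5 mM MgCl2, 0.01% Tween-20. Coupling enzyme GAPDH (100 nM final) supplies unstable 1,3-BPG in-well.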
APEX1 inh = qHTS Assay for Inhibitors of the Human Apurinic/apyrimidinic Endonuclease 1 (APE1) | AID 2517, 2012 | Potency, µM (doses to about 65.8 µM), for the others: at the top dose activity change, negative = inhibition, most hits filed as inhibitors | recombinant APE1, TAMRA/BHQ-2 abasic DNA cleavage fluorescence | actives 0.35% (n = 350,000);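 note: potency is the fitted concentration of half-maximal effect; plate controls were vehicle for no effect and reference inhibitor for full effect; nearly all actives have a fitted effect of over 55% in size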
Target sequence (P27695 whole entry, looked up): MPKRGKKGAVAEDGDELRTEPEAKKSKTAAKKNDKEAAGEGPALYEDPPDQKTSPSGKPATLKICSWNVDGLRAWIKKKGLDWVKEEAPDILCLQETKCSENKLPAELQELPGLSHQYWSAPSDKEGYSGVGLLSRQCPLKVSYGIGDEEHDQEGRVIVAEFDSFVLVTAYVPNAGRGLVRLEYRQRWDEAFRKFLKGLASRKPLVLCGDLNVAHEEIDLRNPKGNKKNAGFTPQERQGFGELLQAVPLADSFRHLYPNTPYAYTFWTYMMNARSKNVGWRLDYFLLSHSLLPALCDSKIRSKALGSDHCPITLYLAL
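APE1 at 0.75 nM final was preincubated with compound 15 min at room temperature, then 50 nM double-stranded THF abasic-site substrate (5'-TAMRA/3'-BHQ-2) was added. Fluorescence (ex 525/em 598 nm) was read kinetically; third-minus-first read gave activity.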
Pol beta inh = qHTS Assay for Inhibitors of DNA Polymerase Beta. P06746. Pol beta primer extension/strand displacement, fluorescence kinetic. Potency, µM (highest dose often 114 µM), for the others: at the top dose activity change, negative = inhibition, usual class: inhibitors. actives 1.3% (n = 340,000). AID 485314, 2010; note: potency is the fitted concentration of half-maximal effect; % is set by controls: 0 for no effect and ±100 for the full control effect
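Reaction started by 50 nM substrate onto compound-treated Pol beta (10 nM, 15 min preincubation, room temperature); plates read at 0 min and 10 min. Normalized concentration-effect data fitted by four-parameter Hill equation.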
RXFP1 antag = qHTS Assay for Antagonists of the Relaxin Receptor RXFP1 | Relaxin receptor 1 (Homo sapiens), Q9HBX9 | HEK293-RXFP1, relaxin-stimulated cAMP HTRF, 30 min; active compounds read low | activity change, negative = inhibition, % at 57.5 µM | actives 0.59% (n = 350,000);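 active = activity change of -60% or lower, but not beyond a set lower limit; inconclusive = change between -60% and -40%, or beyond the set limit; inactive = change above -40%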; note: % is set by controls: 0 for no effect and ±100 for the full control effect
Anesthetic bind = qHTS Assay for Identification of Novel General Anesthetics | Potency, µM (doses to about 77.5 µM), without a hit: at the highest dose activity change, negative = displacement, usual class: inhibitors | actives 0.074% (n = 350,000) | Ferritin light chain (Equus caballus), P02791 | apoferritin/1-aminoanthracene competitive binding, fluorescence; note: potency is the fitted concentration of half-maximal effect; % is set by controls: 0 for no effect and ±100 for the full control effect; nearly all actives have a fitted effect of over 20% in size
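10 uM apoferritin + 50% sat. 1-AMA, PBS; cpd 10 min RT; Ex380/Em535 endpoint; normalized to free probe vs complex; 4-param Hill fit; propofol titration as pos. ctrl.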
POLK inh = qHTS for Inhibitors of Polymerase Kappa; AID 588579, 2011; DNA polymerase kappa (Homo sapiens), Q9UBT6; Potency, µM (highest dose often 107 µM), inactives show top-dose activity, negative = inhibition, most hits filed as inhibitors; actives 0.53% (n = 400,000); purified Pol kappa, fluorescent DNA synthesis assay, 10 min; note: potency is the fitted concentration of half-maximal effect; % is set by controls: 0 for no effect and ±100 for the full control effect
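10 nM Pol kappa preincubated 15 min at room temperature with compounds, then reaction started with substrate at 50 nM final. Fluorescence read kinetically at 0 and 10 min; buffer-only wells served as negative control.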
Numbers without * were called inactive; i = inactive; ? = inconclusive; / = not tested or not shown; & = joins results of further samples; [ ] = dose if it differs, or a comment. Unless noted, calls come from the whole dose curve; as a rule, active = well fitted curve in the direction sought with a large enough effect; inconclusive = small, poorly fitted or top-dose-only effect, or another doubt; inactive = no such curve, though single readings can be large; an effect the other way counts as inactive or inconclusive. An excerpt; the hit share may differ from the screen's.

Below each SMILES: BLM inh, POLI inh, POLH inh, Tb PGK inh, APEX1 inh, Pol beta inh, RXFP1 antag, Anesthetic bind, POLK inh
- COCC(=O)N(c1ccc(C(C)C)cc1)C1C=CS(=O)(=O)C1 (stereo not given)
→ 0%, -13%, -10%, -3%, 0%, 0%, -2, 2%, -3%
- O=C(Nc1nnc(C2CC2)s1)c1ccc(Cl)nc1
→ /, -9%, -12%, i, 11%, /, -1, /, 12%
- Cc1ccc(C(=O)Nc2ccc(S(=O)(=O)N3CCOCC3)cc2)cc1
→ -2%, 31%[activator], 0%, -6%, 1%, -17%, 10, -19%, -14%
- CCOC(=O)C1C(=O)CC(C)(O)C(C(=O)OCC)C1c1cc(Br)ccc1OC (stereo not given)
→ -4%, 6%, -17%, i, -3%, -9%, -2, -4%, -2%
- CC(C)Oc1ccc(/C=C(/NC(=O)c2ccccc2)C(=O)NCCC(=O)O)cc1
→ -6%, -6%, -12%, 4%, 6%, -15%, -21, 10%, -6%
- O=C(Nc1nc(-c2ccc(S(=O)(=O)N3CCCC3)cc2)cs1)c1ccco1
→ 0%, 0%, -8%, 5%, -2%, -9%, -4, -10%, -9%
- O=c1[nH]cc(COCc2ccccc2)c(=O)[nH]1
→ -1%, 28%, -12%, -5%, -4%, -22%, 5, 1%, -5%
- COCc1nc2ccccc2n1Cc1ccc(C(C)(C)C)cc1
→ -5%, 10%, -13%, i, /, ?, -11, -12%, -13%[60.1 µM]
- Nc1cc(=O)nc(SCC(=O)Nc2cccc(Cl)c2)n1CCc1ccccc1
→ -3%, 16%, -14%, i, /, 10%, /, ?, -1%
- COc1ccc(CNc2c(CO)cnc3c2cnn3C)cc1
→ -8%, 13%, -18%, i, 4%, -1%, 14, -5%, 1%
- O=C(COC(=O)c1cccc(S(=O)(=O)N2CCc3ccccc32)c1)Nc1ncc(C(F)(F)F)cc1Cl
→ -2%, 5%, -13%, -6%, 1%, 12%, -2, -10%, -21%
- Cc1ccc(-c2cnc(SCC(=O)N3CCCc4ccccc43)n2C)cc1
→ 0%, -6%, -7%, 4%[11.5 µM], -6%, -4%, -7, ?, -10%
- CC(C)(C)S(=O)(=O)c1nc2ccccc2s1
→ -1%, 10%, -13%, -1%, -4%, 8%, -10, ?, 4%
- CC(C)C(=O)Nc1cccc(NC2=NS(=O)(=O)c3ccccc32)c1
→ 0%, 0%, -12%, -1%, /, 0%, /, 0%, -5%
- N#CCSC1=Nc2ccccc2C2=NC(CCC(=O)N3CCN(c4ccccc4)CC3)C(=O)N12 (stereo not given)
→ -10%, 9%, ?, i, 15%, 10%, 9, -16%, -2%
- COc1ccc(C(=O)NCC(c2ccco2)N2CCCCC2)cc1S(=O)(=O)Nc1ccc(C)cc1 (stereo not given)
→ /, -6%, -1%, -1%, /, /, -2, /, -12%
- O=C(Nc1nccs1)c1c(O)c2c([nH]c1=O)CCCC2
→ -10%, 21%, -3%, -4%, 2%, 5%, -2, 38%[activator], 5%
- COc1ccc([C@@H]2C=C(C(=O)O)O[C@H](OCCCCO)C2)cc1
→ 0%, 24%, -19%, -6%, -3%, 15%, /, -8%, -4%
- Cc1nc(N2CCCC2)c2c(C(=O)Nc3cccc(C)c3C)c(C)oc2n1
→ -1%, 4%, -13%, 6%, /, 21%, 5, -3%, 4%
- CCN(CC)C(=O)c1cccc2c1C(=O)c1ccccc1-2
→ -9%, 21%, -15%, 5%, 1%, 3%, 11, -12%, -15%
- O=C1c2ccccc2N(Cc2ccc(Cl)cc2)C2=NCCN12
→ -2%, 59%[activator], -20%, -2%, 13%, 31%, -8, 2%, -18%
- CCOC(=O)c1ccccc1NC(=O)c1sc2nc(-c3ccc(F)cc3)cn2c1C
→ -1%, 2%, -1%, -2%, /, 2%, -9, -9%, -3%[60.1 µM]
- CC1(C)Cc2c(c(N3CCOCC3)nc3sc(C(=O)Nc4ccc(Cl)cc4)c(N)c23)CO1
→ 1%&0%, 18%&42%, -2%&0%, -2%&0%, -9%, 35%&-2%, -11&-18, 6%&5%, -17%&-1%
- Cc1ccc(CNC(=O)COC(=O)CCC(=O)c2cccs2)cc1
→ 0%, 72%[activator], ?, -2%, -5%, 5%, -5, -9%, 0%
- Cc1cc(S(=O)(=O)Nc2ccc(C(=O)NCCCn3ccnc3)cc2)ccc1F
→ /, 29%, -25%, -2%, -4%, /, -2, /, -14%
- Cc1nn(-c2ccccc2)c(N2CCCC2)c1/C=C1\N=C(c2ccc(F)cc2)OC1=O
→ -11%, 18%, -8%, -10%, 4%, -1%, 10, 4%, 0%
- COc1ccc(Cl)cc1NC(=O)c1c(NCc2cccs2)sc2c1CCC(C)C2 (stereo not given)
→ -6%, -18%, ?, -9%, /, 15%, -30, -1%, -17%[60.1 µM]
- CCOC1=C/C(=C/c2c(N)n3nc(S(=O)(=O)CC)sc3nc2=O)C=CC1=O
→ -6%, ?, ?, -9%, -3%, -14%, 3, -12%, -19%
- O=C(CCS(=O)(=O)c1ccc2c(c1)NC(=O)CO2)NCCc1ccc(Cl)cc1
→ 0%, -9%, -7%, -2%, 26%, ?, -11, -15%, 8%
- C=CCNC(=O)c1ccncc1
→ 2%, 46%[activator], -7%, /, 4%, 2%, -4, -12%, -4%
- Cc1nnc(SCc2cnc(-c3ccccc3)o2)[nH]c1=O
→ 2%, 7%, 4%, 1%, 13%, 11%, -10, 2%, -5%
- Cc1ccc(-c2nc3ccccc3c(=O)n2NC(=O)c2cccs2)cc1
→ -11%, -4%, -14%, 14%, 6%, 15%, -1, -8%, -11%
- Cc1oc(C(C)(C)C)c(CN2CCOCC2)c1C(=O)O
→ 2%, 89%[activator], -19%, 5%, 2%, -2%, 5, 3%, -9%
- CN(C)CCCCOc1ccc(Br)cc1Cl
→ 4%, 74%[activator], -21%, -1%, 27%, 1%, -24, -7%, -9%
- Cc1cc(C)nc(N/N=C/c2ccccc2OCc2ccc(Cl)cc2)n1
→ 4%, -28%, -17%, -3%, -2%, -13%, -17, -2%, 0%
- COC(=O)Cn1cnc2c(nnn2-c2ccc(F)cc2)c1=O
→ -2%, 8%, -1%, 9%, 1%, 37%, 5, -1%, -12%
- Cc1cccc(Cc2c(C)nc3nc(SCC(=O)NCc4ccc(F)cc4)nn3c2C)c1
→ -2%, 7%, -13%, 10%, /, 14%, -14, ?, -10%
- CC1CCN(S(=O)(=O)c2ccc(NC(=O)N3c4ccccc4Sc4ccccc43)cc2)CC1
→ -5%, -15%, -6%, -8%, 1%, 9%, -9, -11%, -6%[60.1 µM]
- CCc1ccc(C(=O)C(C)OC(=O)Cn2cnc3c2c(=O)n(C)c(=O)n3C)cc1 (stereo not given)
→ /, 14%, -9%, 2%, -8%, /, -5, /, -10%
- CSCCC(NC(=O)c1ccc([N+](=O)[O-])cc1Cl)C(=O)OCC(=O)NC(=O)CN1CCCC1=O (stereo not given)
→ /, 0%, -8%, -8%, 3%, /, -3, /, -7%
- CCCOc1ccc(CCC(=O)N/N=C/c2ccco2)cc1
→ -1%, 96%[activator], -18%, -5%, 14%, 27%, -28, -7%, -5%
- O=C(O)c1ccc(-c2noc(-c3cccc(Cl)c3)n2)cc1
→ /, -20%, 6%, -4%, -5%&-12%, /, /, /, -7%
- CCCCN1C2CCCC1CC(NC(=O)c1ccccc1Cl)C2 (stereo not given)
→ -3%, 37%[activator], -18%, 4%, 1%, 48%, -3, -10%, 1%
- C[C@H](NC(=O)c1nc[nH]c1C(=O)NC(c1ccccc1)c1ccccc1)C(=O)OCc1ccccc1
→ -16%, -8%, -15%, i, 8%, 10%, /, -6%, -19%
- CC1CC(C)CN(C(=O)CN(C)S(=O)(=O)c2ccc3c(c2)c(=O)n(C)c(=O)n3C)C1 (stereo not given)
→ -1%, 1%, -10%, -6%, 21%, 22%, -15, -5%, -2%
- CCOC(=O)C1(CC2CCCCO2)CCN(Cc2nc3ccccc3nc2C)CC1 (stereo not given)
→ -4%, ?, -6%, -4%, -11%, 6%, 3, -15%, -8%
- COC(=O)Nc1ccc(S(=O)(=O)NCc2ccccn2)cc1
→ -1%, 59%[activator], -3%, -7%, -5%, 27%, -4, -4%, -11%
- CC(=O)Nc1ccc(Nc2nc3ccccc3nc2NS(=O)(=O)c2ccccc2)cc1
→ 0%, ?, -12%, 1%, -3%, ?, -8, 0%, -20%
- S=C1CCC(c2ccc(Cl)cc2)=NN1c1ccccc1
→ -8%, 20%, -14%, 1%, 0%, 0%, -4, -9%, -1%
- COc1ccccc1-n1c(SCC(=O)Nc2ccc(F)cc2)nc2c(c1=O)SCC2
→ -2%, 5%, -16%, 0%, 1%, 1%, 0, 6%, -1%
- CCCCNC(=O)c1ccc(N2CCOCC2)c(NS(=O)(=O)c2ccc(OC)cc2)c1
→ 2%, ?, 7%, -4%, -3%, 76%, 24, -15%, -10%
- O=C(CCC(=O)n1ncc2ccccc21)NCc1ccc(F)cc1
→ 1%, 10%, -23%, -3%, 36%, 29%, -1, -17%, -20%
- O=C(CCSCc1ccccc1F)NCc1cccnc1
→ -3%, 157%[activator], 8%, -1%, 17%, 19%, -4, -9%, 2%
- COC(=O)CN1C(=O)[C@H]2[C@@H](/C=C/c3ccccc3)N3C(=O)CN(Cc4ccc(-c5ccccc5)cc4)C(=O)[C@@]3(C)[C@H]2C1=O
→ /, 15%, -19%, -2%, 13%, /, /, /, -16%
- CCc1cccc(NC(=O)c2cnc(N3CCOCC3)c3ccccc23)c1
→ -5%, -3%, -25%, 7%, /, 11%, -1, -9%, -6%[60.1 µM]
